Screens: PubChem, National Center for Advancing Translational Sciences (NCATS)
CHX counter – Cycloheximide Counterscreen for Small Molecule Inhibitors of Shiga Toxin | 300,000 compounds, 12% hits | AID 2314, 2010 | cell reporter, cycloheximide protein synthesis inhibition counterscreen | max response, %; in the data active = max response mostly above about 13%, no sharp cut-off; inactive = mostly below about 14%; also: read at 38.3 µM for the half of the compounds with a filed dose; 0% is about no effect
Pf growth 96h – Primary qHTS for delayed death inhibitors of the malarial parasite plastid, 96 hour incubation. 320,000 compounds, 6.9% hits. P. falciparum luciferase reporter growth, 96 h. Potency, µM (titrated, usually from 28.7 µM), without a hit: at the highest dose activity change, negative = inhibition, usual class: inhibitors; also: potency is read from the fitted curve at half-maximal effect; % is scaled to controls: 0 for no effect and ±100 for the full control effect
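Parasite growth measured via integrated firefly luciferase reporter in P. falciparum. Infected erythrocytes at 2% hematocrit, 0.05% parasitemia final were treated 96 hours at 37 C under 5% CO2, and luminescence was read.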
Pf growth 48h – Primary qHTS for delayed death inhibitors of the malarial parasite plastid, 48 hour incubation | P. falciparum luciferase growth in erythrocytes, 48 h | Potency, µM (highest dose often 28.7 µM), without a hit: at the top dose activity change, negative = inhibition, hits mostly inhibitors | 310,000 compounds, 5.9% hits | AID 504832, 2011; also: potency is read from the fitted curve at half-maximal effect; % is scaled to controls: 0 for no effect and ±100 for the full control effect
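In quantitative HTS format, infected erythrocytes bearing luciferase-reporter parasites were treated for a single generation at 37 C. Luminescence after adding detection reagent served as the growth measure.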
FBPA Giardia inh – qHTS Assay for Inhibitors of Fructose-1,6-bisphosphate Aldolase from Giardia Lamblia; purified Giardia FBPA; Potency, µM (series often up to 59.6 µM), without a hit: at the highest dose activity, negative = inhibition, usual class: inhibitors; 290,000 compounds, 0.71% hits; AID 2451, 2010; also: potency is read from the fitted curve at half-maximal effect; % is scaled to controls: 0 for no effect and ±100 for the full control effect; nearly all actives have a fitted effect of over 55% in size
Target sequence (A8B2U2 whole entry, looked up): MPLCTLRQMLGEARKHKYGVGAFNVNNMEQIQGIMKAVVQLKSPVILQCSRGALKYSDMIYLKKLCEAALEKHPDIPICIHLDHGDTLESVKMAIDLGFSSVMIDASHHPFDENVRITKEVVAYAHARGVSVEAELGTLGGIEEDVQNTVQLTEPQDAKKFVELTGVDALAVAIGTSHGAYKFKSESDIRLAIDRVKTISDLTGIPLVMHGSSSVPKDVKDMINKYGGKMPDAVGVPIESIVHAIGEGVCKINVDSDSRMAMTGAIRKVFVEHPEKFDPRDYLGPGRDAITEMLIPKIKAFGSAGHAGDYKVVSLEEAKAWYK
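40 nM FBPA preincubated 10 min at RT with compound (up to 57.5 uM final), then substrate plus GAPDH/TPI/NAD/arsenate coupling and diaphorase/resazurin added. Fluorescence read after 20 min at RT, 525/598 nm.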
HCV inhibitor – qHTS Assay for Inhibitors of Hepatitis C Virus (HCV) | AID 651820, 2012 | 340,000 compounds, 3.4% hits | Huh7.5.1 HCVcc-Cre infection, luciferase reporter, 44 h | Potency, µM (titrated, usually from 41.8 µM), inactives show at the highest dose activity change, negative = inhibition, usual class: inhibitors; also: potency is read from the fitted curve at half-maximal effect; % is scaled to controls: 0 for no effect and ±100 for the full control effect
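Infectious HCV cell culture screen: compound-treated cells (1,000/well, pre-plated 4 h) are infected with HCVcc-Cre at roughly 0.5 moi and grown 44 h. Infection is quantified by luciferase signal after 15 min substrate incubation at room temperature.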
Shiga toxin inh – A qHTS for Small Molecule Inhibitors of Shiga Toxin; Vero cells, Shiga toxin protein synthesis inhibition reporter; inhibition, % at 38.7 µM; 290,000 compounds, 9.2% hits; AID 2315, 2010; in the data active = inhibition mostly above about 28%, no sharp cut-off; inactive = mostly below about 43%; also: 0% is about no effect
The depositor's hits bear a star; ? = inconclusive; . = no result given; + = active, no number; [ ] = another dose, or the depositor's remark. Unless noted, calls follow the shape of the dose curve; as a rule, active = well fitted curve in the direction sought with a large enough effect; inconclusive = small, poorly fitted or top-dose-only effect, or another doubt; inactive = no such curve, though single readings can be large; an effect the other way counts as inactive or inconclusive. Compounds were not picked by outcome; about 24% have a hit in one of these screens.

SMILES	CHX counter	Pf growth 96h	Pf growth 48h	FBPA Giardia inh	HCV inhibitor	Shiga toxin inh
Cc1[nH]c(=O)[nH]c(=O)c1S(=O)(=O)N1CCCCC1	-4	-10%	23%	-8%	1%	-4
COc1ccc(C(=O)C2CCCN(C(=O)c3cc(C4CC4)[nH]n3)C2)c(C)c1 (stereo not drawn)	15	15µM*	10%	4%	-10%	-4
Cc1cc(NC(=O)CSc2nc(=O)n(CCCN(C)C)c3c2CCCC3)no1	.	-1%	?	.	0%	.
CCNc1nc(NCC)nc(OCC(=O)O)n1	-1	-8%	75%[activator]	-5%	14%	-6
O=C(CNC(=O)c1cccs1)N/N=C/c1ccccc1[N+](=O)[O-]	12	0%	107%[activator]	-5%	5%	31
COc1cc(CN2CCN(Cc3cn(C)c4ccccc34)CC2CCO)cc(OC)c1 (stereo not drawn)	-2	?	?	4%	-1%	-1
CC(=O)OCN(C#N)c1nc(N(C)C)nc(N(C)C)n1	-4	24%	10%	3%	-3%	1
COc1ccccc1C1=NOC(C)(c2nnc(Cc3ccccc3)o2)C1 (stereo not drawn)	.	18%	?	.	8%	.
O=C(O)CSc1ccnc2cc(Cl)ccc12	-1	5%	29%	?	8%	11
COCCn1c(C)cc(C(=O)COC(=O)c2n[nH]c3ccccc23)c1C	11*	18%	8%	3%	?	31
Cc1ccc(S(=O)(=O)Nc2c(C)cc(C)nc2Cl)cc1	4	2.6µM*	24%	-10%	3%	-4
CC[C@@]12C(=O)N(c3cccc(F)c3)C(=O)N1[C@H](c1ccc(Cl)cc1)[C@@H]1C(=O)N(C3CCCCC3)C(=O)[C@@H]12	.	?	?	.	-18%	.
c1ccc(Oc2c3ccccc3nc3ccccc23)cc1	-4	?	7.4µM*	9%	13%	-13
CC1CCN(C(=O)c2cc3ccccc3o2)CC1	56*	?	110%[activator]	2%	-8%	76*
COc1ccc(OCC(=O)Nc2ccc(N3CCN(C(=O)c4ccco4)CC3)cc2)cc1	9	20%	0%	6%	-12%	-7
CCCN1CCN(CCCNC(=O)c2ccc(CS(=O)c3ccccc3C)o2)CC1 (stereo not drawn)	-10	9%	18%	.	11%	-11
COc1ccc(OC)c(C(O)c2coc3ccc(O)c(CN4CCOCC4)c23)c1 (stereo not drawn)	-2	17%	7.4µM*	2%	?	22
CN(C(=O)c1cccc(N2C(=O)C3CC=CCC3C2=O)c1)C1CCCCC1 (stereo not drawn)	-3	10µM*	?	-5%	15%	-3
O=C(Nc1ccccc1)N1CCc2ccccc2C1	60*	58%[activator]	216%[activator]	?	5%	+
O=C(O)CS(=O)(=O)c1ccc(C(F)(F)F)cn1	-1	?	13%	0%	-1%	15
Cc1nc2sc(C(c3cccc(F)c3)N3CCC(O)CC3)c(O)n2n1 (stereo not drawn)	-1	.	-7%	3%	3%	-7
CCN(Cc1nc(-c2ccccc2)no1)C(=O)c1ccoc1C	-3	99%[activator]	-18%	6%	3%	4
CC(NC(=O)COC(=O)c1cn(-c2ccccc2)nc1-c1cccs1)c1ccccc1 (stereo not drawn)	2	3.3µM*	.	-1%	2%	-8
COc1ccc(NC(=O)C23CCC(C)(C(=O)O2)C3(C)C)cc1 (stereo not drawn)	7	23%	-1%	2%	0%	22
COC(=O)CSc1nc2ccccc2nc1SCC(=O)OC	8	15%	58%[activator]	-16%	-9%	22
CCCNC(=O)Nc1cc(OC)c(OC)cc1Cc1nccc2cc(OC)c(OC)cc12	-4	-3%	8%	-5%	-3%	1
COc1cc(OC)c2cc(C(=O)N[C@@H](Cc3ccccc3)C(=O)O)n(C)c2c1	-6	4%	2%	-3%	19%	8
Cn1c(=O)c2c(ncn2CC(COCc2ccccc2Cl)OCc2ccccc2Cl)n(C)c1=O (stereo not drawn)	-1	9.3µM*	8.3µM*	-8%	?	3
O=C(Nc1ccc(C(=O)N2CCCC2)cc1)c1ccc2c(c1)OCO2	27*	?	.	3%	2%	36
O=C(Nc1ccccc1OC(=O)N1CCOCC1)N1CCOCC1	2	-2%	16%	2%	-13%	-5
O=C(CSc1nc(=O)n(CCCN2CCOCC2)c2c1CCCC2)Nc1ccccc1Cl	.	?	?	.	0%	.
O=C(NCCCn1ccnc1)c1ccc(Cl)cc1	-4	30%	-21%	2%	11%	-8
CCCCCC(C)NC(=O)c1ccoc1C (stereo not drawn)	8	-14%	20%	1%	-5%	16
CC(=O)c1ccc(C(=O)N2CCCC(N3CCN(c4ccc(F)cc4)CC3)C2)s1 (stereo not drawn)	15	10%	-9%	.	-8%	8
CCOC(=O)CNc1ncnc2nc[nH]c12	-3	0%	3%	-14%	12%	-6
Cc1ccc(-c2noc(-c3ccccc3C(=O)NCc3ccco3)n2)cc1	33*	67%[activator]	44%[activator]	-1%	?	63*
CCOC(=O)C(=CNc1cc(C)nn1-c1ccc(Cl)cc1)C(=O)OCC	-3	-30%	.	4%	?	-13
c1ccc(OCc2nnc(-c3ccccc3)o2)cc1	26*	172%[activator]	103%[activator]	6%	10%	118*
Nc1nc2nc(-c3ccc(F)cc3)cc(C(F)(F)F)n2n1	-4	-41%	-1%	6%	?	-3
O=C(CCCNC(=O)c1ccc(Cl)cc1)Nc1ccccc1C(F)(F)F	12	25%	19%	3%	13%	2
CCC(=O)Nc1cccc(-c2nc3ccc(C)cc3o2)c1	52*	-16%	159%[activator]	3%	?	125*
COc1ccccc1NS(=O)(=O)c1cccc(NC(=S)NCCN2CCOCC2)c1	-5	?	2%	0%	-9%	-1
COc1ccc(OCC(=O)Nc2ccc3c(c2)nc(CCN2CCN(C)CC2)n3C)cc1	-2	?	-3%	.	18%	-6
CCOC(=O)c1cnn(-c2cc(C)c3ccccc3n2)c1N	15	16%	38%[activator]	-9%	4%	15
O=C(C1CCCN(S(=O)(=O)c2cccc3nsnc23)C1)N1CC=C(c2ccccc2)CC1 (stereo not drawn)	-1	41%[activator]	?	-9%	13µM*	-5
Cc1nnc(SCC(=O)c2cc(C)n(-c3c(C)n(C)n(-c4ccccc4)c3=O)c2C)s1	-4	-5%	8%	2%	-2%	-6
CCOC(=O)c1c(NC(=O)c2c(C)noc2C)sc2c1CCCCC2	-4	11%	-1%	.	-7%	-6
Cc1cc(C)n(CCC(=O)Nc2ccc(-c3ccno3)cc2)n1	-4	18%	-9%	-9%	-19%	-3
Cc1cccc([C@H](C)c2cnc[nH]2)c1C	.	4.3µM*	?	-11%	.	.
COc1ccc(C(=O)NCc2ccc(Cl)cc2)cc1S(=O)(=O)N1CCCC1	.	?	?	.	8%	.
COc1ccc(-c2oc(NC(=O)CSc3ncn[nH]3)c(C#N)c2-c2ccc(OC)cc2)cc1	-1	?	?	6%	-3%	-11
CCOc1ccccc1NC(=O)C1C2C=CC(O2)C1C(=O)O (stereo not drawn)	1	42%[activator]	7%	-14%	-5%	27
O=C(NCc1ccco1)c1ccc(-c2csnn2)cc1	8	20%	?	-2%	4%	24
Cc1cc(C(=O)NNC(=O)c2ccc(Cl)cc2Cl)c(C)o1	.	22%	16%	.	-7%	.
Clc1cccc(Nc2nc(-c3ccncc3)nc3ccccc23)c1	5	0.93µM*	-17%	4%	?	44
CCOC(=O)c1cc(C#N)c(SCC(=O)c2cc(C#N)c(SC)nc2C)[nH]c1=O	-1	59%[activator]	?	-5%	-7%	-4
O=C(c1cc(COc2ccc(F)cc2Cl)on1)N1CCc2ccccc2C1	1	17%	6%	-1%	7%	-6
CCOC(=O)c1[nH]c(C)c(CN(CCc2ccccc2)C(=O)CCC(=O)O)c1C	-2	4.1µM*	-35%	7%	15%	-17
Fc1ccc(OCCOCCN2CCNCC2)cc1	-2	-14%	0%	?	-1%	-8
COc1cccc(C2CC(c3ccccc3)=NN2S(=O)(=O)c2ccccc2)c1OC (stereo not drawn)	0	-2%	?	0%	?	-3
Later entries
SMILES	CHX counter	Pf growth 96h	Pf growth 48h	FBPA Giardia inh	HCV inhibitor	Shiga toxin inh
COc1ccc(-c2nc(CSCC(=O)N3CCC(C(N)=O)CC3)c(C)o2)cc1OC	-4	28%	2%	0%	-3%	-15
O=C(Nc1nnc(-c2ccco2)s1)C1CCCCC1	42*	?	192%[activator]	-15%	10%	71*
CCOC(=O)c1c(-c2ccccc2)csc1NC(=S)NC(=O)c1ccccc1	-2	39%[activator]	?	-6%	?	-3
COCCCNC(=O)c1cn(C)c(=O)c2c1c1ccccc1n2C	-1	17%	58%[activator]	-10%	0%	33*
COc1cc(/C=C2\SC(=S)NC2=O)ccc1OS(=O)(=O)c1ccccc1	1	211%[activator]	-29%	13%	7%	34
CC(=O)N1CCN(C(=O)c2ccc(Cl)c(NC(=O)c3cccs3)c2)CC1	.	11%	-6%	.	7%	.
CN(/N=C/c1ccncc1)C1=NCCN1	2	8%	6%	14%	16%	4
CCN1CCN(c2nc3c(c(=O)[nH]c(=O)n3C)n2CCCSc2ncccn2)CC1	-5	?	-12%	0%	8%	-6
O=C(CN1C(=O)c2ccccc2C1=O)Nc1cccc(Cl)c1	0	?	5%	?	1%	2
CCOc1ccc(S(=O)(=O)N2CCCCC2)cc1NC(=O)CSCc1c(C)noc1C	.	?	?	.	18%	.
O=[N+]([O-])c1cc(C(F)(F)F)cc([N+](=O)[O-])c1NCCNC(=S)Nc1ccc(Cl)c(Cl)c1	6	?	9.3µM*	-17%	?	-3
COc1ccc(CNCc2c(C(=O)N(C)C)nc3ccc(Cl)cn23)c(OC)c1	5	?	?	-3%	-1%	10
O=C(CC1SC(=Nc2ccccc2)N(CCO)C1=O)Nc1ccccc1 (stereo not drawn)	-4	-28%	?	23%	10%	3
COc1cccc(NS(=O)(=O)c2cn(C)c(=O)n(C)c2=O)c1	-2	9%	37%[activator]	0%	9%	-7
O=C(COC(=O)[C@@H]1CCCN1S(=O)(=O)c1ccccc1F)Nc1ccc(OC(F)F)cc1	-2	14%	-9%	-9%	-1%	-8

As a short view, some entries already given:
SMILES	CHX counter	Pf growth 96h	Pf growth 48h	FBPA Giardia inh	HCV inhibitor	Shiga toxin inh
COc1ccc(-c2nc(CSCC(=O)N3CCC(C(N)=O)CC3)c(C)o2)cc1OC	-4	28%	2%	0%	-3%	-15
O=C(Nc1nnc(-c2ccco2)s1)C1CCCCC1	42*	?	192%[activator]	-15%	10%	71*

Carrying on.
SMILES	CHX counter	Pf growth 96h	Pf growth 48h	FBPA Giardia inh	HCV inhibitor	Shiga toxin inh
Fc1ccc(CSc2ccc(-c3ccco3)nn2)cc1	19*	53%[activator]	199%[activator]	2%	-3%	33*
Cc1cccc(N2CCN(C(=O)c3c(Cl)cnn3C)CC2)c1C	-3	3%	3%	.	?	-29
CCOc1ccc(N(C(=O)Nc2ccccc2)C2=NCCC2)cc1	2	2%	.	-14%	16%	-6
Cc1ccc(/C=C2\SC(=S)N(CCCC(=O)Nc3cccc(C(=O)O)c3)C2=O)cc1	1	-3%	-6%	.	-2%	-11
CN(C)C(=S)Nc1ccc(Br)c(Cl)c1	-1	-4%	10%	-4%	0%	-2
CCCCCCOc1ccc(N2C(=O)CC(NCc3ccc(S(N)(=O)=O)cc3)C2=O)cc1 (stereo not drawn)	-3	19%	32%[activator]	1%	11%	17

Whole records, quoted from the list:
CCOc1ccc(N(C(=O)Nc2ccccc2)C2=NCCC2)cc1 reads CHX counter: 2; Pf growth 96h: 2%; Pf growth 48h: .; FBPA Giardia inh: -14%; HCV inhibitor: 16%; Shiga toxin inh: -6
COc1cc(OC)c2cc(C(=O)N[C@@H](Cc3ccccc3)C(=O)O)n(C)c2c1 reads CHX counter: -6; Pf growth 96h: 4%; Pf growth 48h: 2%; FBPA Giardia inh: -3%; HCV inhibitor: 19%; Shiga toxin inh: 8
